Bioassay records from PubChem BioAssay.
Nrf2 inh = Nrf2 pathway inhibition. A549 ARE-Fluc reporter, luciferase luminescence, 18-24 h. Potency, µM (series often up to 46 µM), for the others: at the highest dose activity change, negative = inhibition, usual class: inhibitors. 2.1% of 360,000 active. AID 504444; note: potency is the fitted concentration of half-maximal effect; % is set by controls: 0 for no effect and ±100 for the full control effect; nearly all actives have a fitted effect of over 60% in size
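A549 ARE_Fluc cells, 5000/well, 5% FBS OPTI-MEM; compounds in dose-response, 18-24 h at 37 °C/5% CO2; CellTiter-Fluor viability read (Ex 405/Em 525), then BugLite luciferase luminescence = Nrf2 activity.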
EPAC2 antagonist = antagonists of human EPAC2 | EPAC2 GEF exchange of Rap1B-BODIPY-GDP, fluorescence | 0.18% of 360,000 active | Potency, µM (titrated, usually from 114 µM), for inactives: top-dose activity, negative = inhibition, actives largely listed as inhibitors | Q8WZA2; note: potency is the fitted concentration of half-maximal effect; % is set by controls: 0 for no effect and ±100 for the full control effect; nearly all actives have a fitted effect of over 45% in size; many of its hits are not listed in these tables
Target sequence (Q8WZA2 whole entry, looked up): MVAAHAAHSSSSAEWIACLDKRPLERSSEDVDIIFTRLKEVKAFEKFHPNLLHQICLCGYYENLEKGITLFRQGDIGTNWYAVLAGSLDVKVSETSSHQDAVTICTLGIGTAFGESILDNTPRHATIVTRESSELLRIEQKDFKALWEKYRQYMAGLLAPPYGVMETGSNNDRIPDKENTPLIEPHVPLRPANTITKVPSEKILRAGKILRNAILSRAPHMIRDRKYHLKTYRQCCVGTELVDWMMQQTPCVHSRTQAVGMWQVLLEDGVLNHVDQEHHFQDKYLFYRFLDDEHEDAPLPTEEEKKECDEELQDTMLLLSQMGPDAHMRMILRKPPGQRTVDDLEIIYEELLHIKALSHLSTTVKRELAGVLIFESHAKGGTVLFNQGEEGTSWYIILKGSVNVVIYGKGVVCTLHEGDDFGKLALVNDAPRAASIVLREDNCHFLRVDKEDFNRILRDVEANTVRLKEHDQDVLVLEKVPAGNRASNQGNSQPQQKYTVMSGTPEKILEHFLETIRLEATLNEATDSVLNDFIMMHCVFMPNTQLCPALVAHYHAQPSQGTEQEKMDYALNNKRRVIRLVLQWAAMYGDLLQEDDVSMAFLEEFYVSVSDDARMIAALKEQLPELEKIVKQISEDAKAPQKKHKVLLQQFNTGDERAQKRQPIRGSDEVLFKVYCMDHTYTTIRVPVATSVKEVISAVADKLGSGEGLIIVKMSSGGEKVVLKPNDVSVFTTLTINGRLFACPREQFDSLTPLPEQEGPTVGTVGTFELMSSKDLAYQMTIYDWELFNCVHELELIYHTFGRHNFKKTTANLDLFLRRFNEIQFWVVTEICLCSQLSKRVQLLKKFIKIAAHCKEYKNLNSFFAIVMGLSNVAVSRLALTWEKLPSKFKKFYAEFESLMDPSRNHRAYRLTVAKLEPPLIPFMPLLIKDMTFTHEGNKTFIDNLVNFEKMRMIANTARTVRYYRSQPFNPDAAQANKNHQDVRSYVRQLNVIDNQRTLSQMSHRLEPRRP
CCT chaperon mod = cytosolic chaperonin activity modulation; activity change, % (concentration not given with the values), hits read low; AID 651819; purified chaperonin ATPase assay, HTRF ADP detection, 30 min; 0.3% of 360,000 active; in the data active = activity change below about -30%; note: % is set by controls: 0 for no effect and ±100 for the full control effect
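First, chaperonin was dispensed at 40 nM or 20 nM final depending on batch activity. Next, compounds were pinned at 76 uM and ATP added at 10 uM. After 30 min at 37 °C, ADP detection reagents ran 30 min at ambient temperature.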
pAkt inh = inhibitors of Akt phosphorylation | 0.32% of 360,000 active | Neuro2A IGF-stimulated pAkt S473 HTRF, 20 min; hits give low values | AID 651550 | activity change, % for hits at 50 µM; in the data active = activity change below about -80%; inconclusive = mostly about -51% to -80%; note: % is set by controls: 0 for no effect and ±100 for the full control effect
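Neuro2A cells in DMEM with 0.5% FBS, overnight at 37 deg C, given compound at single 50 µM final, then IGF (6 nM final) for 20 min at 37 deg C. Lysed; phospho-Akt Ser473 by HTRF after 24 h, 665/615 ratio.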
A549 tox = counter-screen for Nrf2 inhibitors: cytotoxicity in A549 cells; 0.16% of 390,000 active; A549 ARE-Fluc cells, CellTiter-Fluor viability, 18-24 h; Potency, µM (top dose mostly 46 µM), without a hit: top-dose activity change, negative = cytotoxicity, usual class: inhibitors; AID 504648; note: potency is the fitted concentration of half-maximal effect; % is set by controls: 0 for no effect and ±100 for the full control effect
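A549 ARE-Fluc cells in 5% FBS OPTI-MEM, 5000 cells/well, rested 2 h then exposed to compounds in concentration-response for 18-24 h at 37 °C. Viability by CellTiter-Fluor fluorescence (Ex 405/Em 525) after 30 min; luciferase luminescence (BugLite, 15 min, RT) read afterwards.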
Nrf2 activator = Nrf2 pathway activation. AREc32 ARE-luciferase reporter (MCF7-derived line), luminescence, 24 h. Potency, µM (highest dose often 46.1 µM), for the others: at the highest dose activation, hits mostly activators. 0.31% of 410,000 active. AID 624171; note: potency is the fitted concentration of half-maximal effect; % of control where 0% means no effect; nearly all actives have a fitted effect of over 65% in size
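AREc32_Fluc, 1000 cells/well, OPTI-MEM + 5% FBS, o/n 37 deg C 5% CO2; 23 nL cpd by pin tool, 24 hr; Steady-Glo 30 min RT, luminescence.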
Mm-Cpn inhibitor = M. maripaludis TRiC chaperonin inhibition; 0.031% of 330,000 active; AID 504842; purified Mm-Cpn ATPase, ADP Transcreener TR-FRET; Potency, µM (titrated, usually from 76.9 µM), for the others: at the top dose activity, negative = inhibition, usual class: inhibitors; note: potency is the fitted concentration of half-maximal effect; % is set by controls: 0 for no effect and ±100 for the full control effect; nearly all actives have a fitted effect of over 80% in size
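Eu-cryptate anti-ADP/ADP-d2 competition gives a ratio inversely related to ADP. Enzyme at 25 nM was pre-exposed to compound for 10 min, then given 10 uM ATP for 30 min, 37°C throughout.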
TGFb inhibitor = TGF-b pathway inhibition. HepG2 CAGA-GFP TGF-b/SMAD3 reporter, GFP fluorescence, 18 h; TGF-beta stimulated, 500 pg/mL final. Potency, µM (titrated, usually from 46.1 µM), for inactives: top-dose activity, negative = inhibition, hits mostly inhibitors. 1.2% of 410,000 active. AID 588855; note: potency is the fitted concentration of half-maximal effect; % is set by controls: 0 for no effect and ±100 for the full control effect; nearly all actives have a fitted effect of over 65% in size
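TGF-beta reporter screen: HEPG2 CAGA-GFP, 1% FBS, 500 pg/mL TGF-beta final, 18 h; per-cell GFP summed per well; curves fitted and categorized by class.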
EPAC2 ag = activates human EPAC2 exchange factor. Q8WZA2. EPAC2 activation, biochemical qHTS; response scale: 100% = 6.5 mM cAMP response. Potency, µM (doses to about 154 µM), inactives show top-dose activation, usual class: activators. 0.079% of 360,000 active. AID 720711; note: potency is the fitted concentration of half-maximal effect; nearly all actives have a fitted effect of over 50% in size
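qHTS, titration series. 100 nM EPAC2 / 250 nM Rap1B-BODIPY-GDP / 50 uM GDP; RT; ex 480/em 540 nm, 5-min reads to 30 min. Norm. to 6.5 mM cAMP = activation.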
* hit, by the source's call; i = inactive; u = inconclusive; x = not tested or not shown; [ ] = remark or other dose. Unless noted, calls come from the whole dose curve; as a rule, active = well fitted curve in the direction sought with a large enough effect; inconclusive = small, poorly fitted or top-dose-only effect, or another doubt; inactive = no such curve, though single readings can be large; an effect the other way counts as inactive or inconclusive. An excerpt (hit frequency here may not be typical).

Values run as follows: Nrf2 inh	EPAC2 antagonist	CCT chaperon mod	pAkt inh	A549 tox	Nrf2 activator	Mm-Cpn inhibitor	TGFb inhibitor	EPAC2 ag
Cc1ccccc1S(=O)(=O)Cc1ccc(C(=O)NC2CC2)o1
  21µM*	u	0.2	x	u	0.1%	-2%	-12%	5%
CCNC(=S)/C(=C(/[O-])c1ccc([N+](=O)[O-])cc1)[n+]1ccccc1
  -11%	8%	-2.7	i	-7%	-0.4%	0%	-1%	9%
CCOc1ccccc1OCCN1CCC(Cc2ccccc2)CC1
  -28%	0%	1.5	i	u	-1.6%	2%	2%	6%
CCOc1ccc(N(CC)C(=O)c2cc3c(s2)-c2ccccc2OC3)cc1
  u	x	x	x	5%	-0.5%	x	u	x
COc1ccc(NC(=O)c2ccccn2)cc1
  x	6%	1.2	i	1%	-1.0%	1%	7%	3%
CCOC(=O)C1(Cc2ccccc2C)CCCN(C(=O)CCc2cccnc2)C1 (stereo not drawn)
  19%	-4%	-0.3	i	2%	3.3%	1%	-3%	3%
COc1ccc(CCNC(=O)CC(=O)NCCc2ccc(OC)cc2)cc1
  4%	3%	-0.3	i	2%	-0.9%	0%	1%	7%
CN(C)C1=NCCN1CC1CCCC1
  10%	6%	-2.1	i	-1%	1.3%	1%	-2%	-1%
COc1cc(OC)c(NC2=NCCCCC2)cc1Cl
  4%	3%	-0.1	i	-1%	-0.5%	0%	-11%	-3%
Cc1nccn1-c1ccc(NC(=O)[C@H]2O[C@@H](n3cnc4c(N)ncnc43)[C@H](O)[C@@H]2O)cc1
  x	1%	1.5	i	x	0.4%	x	4%	9%
CCN1CCN(CCCN(Cc2ccco2)C(=S)Nc2ccc(Cl)c(C)c2)CC1
  4%	-2%	-3.3	i	3%	2.8%	1%	-12%	6%
CCn1c2ccccc2c2cc(NC(=S)N3CCOCC3)ccc21
  u	-6%	-0.9	i	-6%	2.1%	-8%	0%	9%
CCc1cccc(CC)c1NC(=O)C(NS(=O)(=O)c1cccs1)c1ccccc1 (stereo not drawn)
  -5%	3%	-3.6	i	0%	0.5%	-1%	-27%	-5%
CCOc1ccccc1NC(=S)Nc1ccc2cn[nH]c2c1
  -17%	-13%	-0.8	i	-8%	-0.1%	0%	-23%	-2%
NC1=NC2(CCCCC2)N=C(Nc2ccc(Br)cc2)N1
  2%	8%	0.4	i	0%	-0.1%	1%	-15%	2%
CC(=O)Nc1ccc(CN2CCN(Cc3ccc(C)cc3)C(CCO)C2)cc1 (stereo not drawn)
  -3%	1%	-0.4	i	1%	0.1%	2%	-4%	9%
O=C(COC(=O)CCNS(=O)(=O)c1ccccc1)NNC(=O)c1ccccc1
  3%	3%	1.5	i	0%	0.0%	1%	6%	-16%
Cc1c(C)c2cc(Cl)c(OCC(=O)Nc3ccccn3)cc2oc1=O
  x	4%	-3.2	i	x	-1.1%	x	-6%	3%
C=CCn1c(SCC(=O)c2ccc(OC)cc2)nnc1C(C)NC(=O)c1cccs1 (stereo not drawn)
  4%	5%	-0.4	i	2%	-0.5%	2%	-4%	0%
CCCCn1c(NC(=O)C2CCCCC2)nc2ccccc21
  x	-7%	1.9	i	-22%	0.3%	3%	u	5%
CCOc1ccc2nc(CN3CCN(Cc4ccccc4OCC)C(CCO)C3)ccc2c1 (stereo not drawn)
  -6%	1%	1.4	i	-3%	3.1%	-3%	-16%	-3%
COC(=O)c1nc(-c2ccccc2)n[nH]1
  2%	1%	1.0	x	-4%	-0.4%	1%	u	-3%
CC(=O)NC(CC(=O)Nc1nccs1)c1ccccc1 (stereo not drawn)
  7%	14%	-1.6	i	-2%	-0.2%	1%	-1%	6%
COCC(C)NC(=O)C1CC(=O)N(c2ccc(C)cc2)C1 (stereo not drawn)
  15%	-1%	-4.1	i	u	-0.6%	0%	-10%	4%
COc1ccc(Nc2nc3ccc(C)cn3c(=O)c2/C=N/O)cc1
  u	8%	1.5	i	4%	-0.4%	3%	4%	0%
Cc1cc(C)cc(NC(=O)CSc2oc(-c3ccco3)nc2S(=O)(=O)c2ccccc2)c1
  -5%[9.27 µM]	x	x	x	3%	7.3%	x	-3%	x
COc1ccc(C2=NS(=O)(=O)N(C)C(C(=O)NC3CCCC3)=C2)cc1
  u	-18%	0.8	i	3%	2.6%	2%	-1%	-5%
CN1CCN(S(=O)C23CC4CC(CC(C4)C2)C3)CC1 (stereo not drawn)
  5%	11%	-0.2	i	-7%	-1.0%	-1%	0%	4%
COc1ccccc1C1CCN(C(=O)c2ccc(C(C)(C)C)cc2)CC1
  u	-26%	-2.1	i	-7%	8.0%	1%	13µM*	2%
CC(C)C(=O)N1CCN(c2ccc([N+](=O)[O-])cc2Cl)CC1
  -21%	3%	0.6	i	-8%	-0.1%	0%	5%	-3%

Single records (already shown).
CCOc1ccc2nc(CN3CCN(Cc4ccccc4OCC)C(CCO)C3)ccc2c1 (stereo not drawn) is listed with Nrf2 inh = -6%; EPAC2 antagonist = 1%; CCT chaperon mod = 1.4; pAkt inh = i; A549 tox = -3%; Nrf2 activator = 3.1%; Mm-Cpn inhibitor = -3%; TGFb inhibitor = -16%; EPAC2 ag = -3%
C=CCn1c(SCC(=O)c2ccc(OC)cc2)nnc1C(C)NC(=O)c1cccs1 (stereo not drawn) is listed with Nrf2 inh = 4%; EPAC2 antagonist = 5%; CCT chaperon mod = -0.4; pAkt inh = i; A549 tox = 2%; Nrf2 activator = -0.5%; Mm-Cpn inhibitor = 2%; TGFb inhibitor = -4%; EPAC2 ag = 0%

(cont.)
Values run as follows: Nrf2 inh	EPAC2 antagonist	CCT chaperon mod	pAkt inh	A549 tox	Nrf2 activator	Mm-Cpn inhibitor	TGFb inhibitor	EPAC2 ag
Cc1oc2ncn(CC(C)C)c(=O)c2c1C(=O)NCCCN1CCC(C)CC1
  32%	x	x	x	12%	2.4%	x	6%	x
O=C(NCCc1ccccc1)c1c2c(nc3ccccc13)C(=O)N(C1CCCCC1)C2
  u	x	x	x	-19%	6.3%	x	15%	x
c1ccc(Cc2cc[n+](Cc3ccccn3)cc2)cc1
  u	5%	0.4	i	-9%	-0.9%	1%	3%	6%
CCOc1ccccc1C(=O)N(CN1CCCC1=O)c1cccc(Cl)c1
  6%	8%	-0.3	i	-5%	0.1%	1%	19%	-8%
CCOC(=O)COc1ccc(-c2nnn(CC(=O)Nc3ccccc3)n2)cc1
  4%	x	x	x	-3%	-1.1%	x	u	x
Cc1ccc(Cn2cc(CN3CC(N(C)C)CS3(=O)=O)nn2)cc1 (stereo not drawn)
  x	13%	2.8	i	x	0.0%	x	x	0%
CCN(C(=O)CSc1nnc(C(C)N(C)C)n1-c1ccc(F)cc1)C1CCS(=O)(=O)C1 (stereo not drawn)
  2%	-14%	-0.3	i	0%	-1.0%	1%	2%	8%
Cc1cc2cc(CNC(=O)c3ccc(S(=O)(=O)N4CCCCC4)cc3)ccc2[nH]1
  -24%	-8%	0.3	i	0%	0.7%	-15%	-13%	10%
COc1cc(CN(CC2CCCO2)C(=O)c2ccco2)cc(OC)c1OC (stereo not drawn)
  1%	2%	-2.5	i	2%	2.9%	2%	-2%	6%
O=C(COC(=O)Cc1ccc(Cl)cc1)NCc1ccco1
  10%	3%	-0.5	i	0%	0.0%	1%	-1%	-6%
O=C(O)C(Cc1ccc(F)cc1)c1ccccc1 (stereo not drawn)
  7%	1%	-0.3	i	2%	-0.5%	-1%	7%	-1%
CCN(CC)S(=O)(=O)c1ccc(NN=C2CCN(C)CC2)c([N+](=O)[O-])c1
  2%	-14%	-8.0	i	1%	2.1%	0%	0%	6%
CCOc1ccc(N(Cc2ccc(OC)c(OC)c2)C(=O)c2ccco2)cc1
  14%	-23%	-1.8	i	15%	3.3%	0%	-17%	15%
CC1CCN(C(=S)c2ccccc2O)CC1
  -8%	-3%	-2.5	i	0%	-0.2%	0%	-7%	3%
CCOc1ccc(/C=C/c2nc(C#N)c(N3CCN(c4ccc(OC)cc4)CC3)o2)cc1
  17%	x	x	x	3%	-0.1%	x	-13%	x
O=C(Nc1nccs1)c1nc[nH]c1C(=O)N1CCc2ccccc2C1
  0%	6%	0.2	i	0%	0.4%	1%	6%	-1%
Cc1ccc(NS(=O)(=O)c2ccc(C(=O)N3CCCC(C(F)(F)F)C3)cc2)cc1 (stereo not drawn)
  u	-7%	0.6	i	3%	-0.4%	-14%	u	-5%
COc1ccc(CCN2C(=O)NC(NC(=O)CC(C)C)(C(F)(F)F)C2=O)cc1OC (stereo not drawn)
  -15%	-1%	-2.7	i	-8%	0.2%	5%	6%	20%
COc1cc(CN2C(=O)C(CCc3ccccc3)ON=C2c2cnccn2)cc(OC)c1 (stereo not drawn)
  x	8%	0.3	i	x	3.5%	x	-5%	7%
O=[N+]([O-])c1cccc(Cl)c1CSc1ccccn1
  10%	-20%	-2.3	i	-9%	-0.2%	-1%	-1%	15%
COc1ccc(CCNC(=O)C/C(C)=N/NC(=O)c2ccc(N)cc2)cc1OC
  -12%	-6%	1.0	i	5%	0.9%	2%	u	6%
CCOC(=O)C1=C(CSc2nc3c(cc2C#N)CCC3)OC(N)=C(C#N)C1c1ccccc1 (stereo not drawn)
  4%	-9%	0.4	i	5%	3.8%	-3%	-17%	20%
CCn1c(-c2ccc(N)cc2)nc2ccccc21
  5%	5%	-1.5	i	0%	-0.9%	-1%	-28%	5%
COc1cc2c(cc1OC)C(c1ccc(N(C)C)cc1)NCC2 (stereo not drawn)
  -12%	5%	1.2	i	-9%	-0.6%	-1%	15%	-1%
